# Bioassay records (PubChem)
# MBD2 inh: inhibitors of MBD2 binding to methylated DNA, primary screen, biochemical, TR-FRET, DNA-binding domain, human; MBD2 binding to methylated oligonucleotide; hit rate 0.31% among 370,000; inhibition, % at 4.4 µM; in the data active = inhibition above about 13%
# LEDGF integ inh: blockers of LEDGF/p75-dependent integrase strand transfer – biochemical, TR-FRET, high throughput, primary screen; TR-FRET IN-LEDGF/p75 DNA integration, Eu/Cy5; inhibition, % at 3.7 µM; hit rate 0.64% among 370,000;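 active = inhibition above the screen-wide mean plus 3 SD, cut at about 13% in these data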;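 also: signal is the Cy5 over europium emission ratio at 671 and 618 nm; 0% = plate median of compound wells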
# KLK7 zymogen act: proKLK7 zymogen activators, primary screen, biochemical, fluorescence intensity; activation, % at 7 µM; AID 652039, 2013; hit rate 0.9% among 370,000; purified proKLK7, EDANS-DABCYL substrate fluorescence; 100% is mature enzyme control, 0% vehicle; Kallikrein-7 (Homo sapiens), P49862;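 active = activation above the mean of all tested compounds plus 3 SD, computed per campaign excluding outliers beyond control limits, cut at about 13% in these data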
# Tn7 DDE FP: inhibitors of Tn7 peptide binding to fibrin DD(E), primary screen, biochemical, fluorescence polarization, human fibrin, Tn7 probe; FP displacement of FITC-Tn7 peptide from fibrin DD(E); 0% = median of compound wells per plate; inhibition, % at 8.3 µM; hit rate 0.13% among 370,000; AID 720508, 2013;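 active = inhibition above the mean of compounds falling within the control limits plus 3 SD of them, cut at about 14% in these data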;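 also: 0% = plate median of compound wells and 100% = 10 µM Aha-Tn7 peptide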
# Target sequence (P02675 whole entry, looked up): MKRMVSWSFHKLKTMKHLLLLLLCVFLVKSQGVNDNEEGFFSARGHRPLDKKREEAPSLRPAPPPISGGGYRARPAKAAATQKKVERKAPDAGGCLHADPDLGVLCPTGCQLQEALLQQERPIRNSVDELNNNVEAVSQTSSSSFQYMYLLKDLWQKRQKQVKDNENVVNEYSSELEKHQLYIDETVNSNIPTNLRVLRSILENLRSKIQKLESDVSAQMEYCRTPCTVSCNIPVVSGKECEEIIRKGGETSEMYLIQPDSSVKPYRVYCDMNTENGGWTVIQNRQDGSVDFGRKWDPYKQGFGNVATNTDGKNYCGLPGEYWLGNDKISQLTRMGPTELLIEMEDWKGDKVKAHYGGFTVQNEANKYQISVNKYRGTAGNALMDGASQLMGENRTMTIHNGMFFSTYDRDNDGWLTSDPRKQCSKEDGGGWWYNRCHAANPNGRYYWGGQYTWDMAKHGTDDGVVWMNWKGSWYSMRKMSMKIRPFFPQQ
#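 Assay system: human fibrin DD(E) protein / Input: 2 µM fibrin DD(E) / Benchmarks: high control of 10 µM Aha-Tn7 peptide / Measured by: fluorescence polarization of the labelled Tn7 tracer / Medium: Tris buffer with calcium and detergent, pH 7.8 / Timing: 10 min compound pre-incubation, 3 h probe incubation at room temperature / Repeats: one replicate per compound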
# Tn6 DDE FP: inhibitors of Tn6 peptide binding to fibrin DD(E), primary screen, biochemical, fluorescence polarization, human fibrin, Tn6 probe. inhibition, % at 8.3 µM. Fibrinogen beta chain (Homo sapiens), P02675. hit rate 0.21% among 370,000. Fibrin DD(E) TRITC-Tn6 fluorescence polarization displacement;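 active = inhibition above a per-campaign cutoff: mean of compounds within control limits plus 3 SD, cut at about 15% in these data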;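 also: 0% = median of all compound wells on the plate and 100% = blocking peptide control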
# SIAE inh: human SIAE inhibitors, primary screen, biochemical, fluorescence polarization, FP-Rh probe, 1536-well HTS; AID 1053197, 2014; Sialate O-acetylesterase (Homo sapiens), Q9HAT2; inhibition, % at 9.66 µM; SIAE FP-Rh probe binding; hit rate 0.69% among 370,000;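 active = inhibition above a cutoff: mean of compounds within the control limits plus 3 SD of those, cut at about 17% in these data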;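 also: 0% = plate median of compound wells and 100% = probe without SIAE protein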
# Target sequence (Q9HAT2 whole entry, looked up): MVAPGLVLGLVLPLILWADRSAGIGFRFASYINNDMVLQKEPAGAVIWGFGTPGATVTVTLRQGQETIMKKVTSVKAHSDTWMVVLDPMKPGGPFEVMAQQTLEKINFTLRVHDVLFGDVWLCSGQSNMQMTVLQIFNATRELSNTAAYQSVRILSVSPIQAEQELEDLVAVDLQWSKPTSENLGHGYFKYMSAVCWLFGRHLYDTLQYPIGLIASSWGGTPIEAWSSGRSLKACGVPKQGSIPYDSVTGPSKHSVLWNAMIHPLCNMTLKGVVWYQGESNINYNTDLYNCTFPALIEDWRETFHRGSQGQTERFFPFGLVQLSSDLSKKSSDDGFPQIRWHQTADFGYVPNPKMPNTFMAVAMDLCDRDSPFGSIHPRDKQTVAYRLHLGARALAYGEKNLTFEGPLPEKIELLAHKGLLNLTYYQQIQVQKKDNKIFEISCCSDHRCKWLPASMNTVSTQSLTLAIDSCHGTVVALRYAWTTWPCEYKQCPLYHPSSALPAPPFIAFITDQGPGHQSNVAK
# UHRF1 binding: UHRF1 methylated DNA binding inhibitors, primary screen, counter-screen for MBD2 inhibitor project, biochemical, TR-FRET, human UHRF1, single concentration. UHRF1 binding to methylated oligo. E3 ubiquitin-protein ligase UHRF1 (Homo sapiens), Q96T88. inhibition, % at 4.4 µM. hit rate 0.75% among 370,000; in the data active = inhibition above about 21%;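 also: UHRF1 SRA domain binding a hemimethylated CpG hairpin DNA probe; 0% = median of test compound wells and 100% = reference inhibitor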
# TDP2 absorb: human TDP2 enzyme inhibitors, primary screen, biochemical, epi absorbance, recombinant enzyme | Tyrosyl-DNA phosphodiesterase 2 (Homo sapiens), O95551 | inhibition, % at 12.8 µM | hit rate 0.34% among 370,000 | T5PNP hydrolysis, p-nitrophenol absorbance 415 nm;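 active = inhibition above the mean of all tested compounds plus 3 SD, set per campaign, cut at about 25% in these data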;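 also: 0% = DMSO with enzyme and 100% = buffer with substrate but no TDP2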
#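 Material: recombinant human TDP2; quantity: TDP2 enzyme at 120 nM final; medium: Tris-HCl pH 7.5 with MgCl2; compound: single concentration, 12.8 µM nominal, with 1% DMSO; incubation: 2 h enzyme incubation at 37 °C; signal: epi absorbance; measure: percent inhibition; benchmarks: high control without enzyme, low control DMSO plus TDP2; repeats: singlicate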
# TCR CD3 inh: inhibitors of human TCR-CD3 interaction, primary screen, biochemical, fluorescence, TAMRA-labeled TCR probe. AID 651800, 2012. inhibition, % at 9.4 µM. hit rate 0.37% among 360,000; in the data active = inhibition above about 19%;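 also: recombinant mutant TCR 2C K166C tagged with TAMRA read by polarization; 0% = receptor in buffer alone and 100% = receptor with positive control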
# PRMT1 inh: PRMT1 methyltransferase inhibitors, primary screen, biochemical, fluorescence polarization. Protein arginine N-methyltransferase 1 (Homo sapiens), Q99873. recombinant PRMT1, activity-based probe fluorescence polarization. inhibition, % at 2.79 µM. hit rate 1.3% among 370,000;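 active = inhibition above about 21% made by adding two undisclosed values, limit read from the data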
# * marks the source's active call; other numbers are inactive results; x = not tested or not shown. Random draw from the library; about 4.6% have a hit in one of these screens.
SMILES,MBD2 inh,LEDGF integ inh,KLK7 zymogen act,Tn7 DDE FP,Tn6 DDE FP,SIAE inh,UHRF1 binding,TDP2 absorb,TCR CD3 inh,PRMT1 inh
Cc1noc(C)c1S(=O)(=O)NC(=O)C1(C)CCN1C(=O)c1ccc(C2CCCCC2)cc1 (stereo not drawn),4.7,-1.8,0.0,0.1,11.6,-4.5,-0.6,0.0,-0.1,2.1
Cc1cc(C)c2c(N)c(C(=O)Nc3ccc([N+](=O)[O-])cc3)sc2n1,-2.6,2.2,-0.5,-3.5,-6.7,-3.8,2.8,-0.1,-10.4,-2.8
O=C(NCC(=O)N1CCN(C(=O)c2ccccc2)CC1)c1ccc(Cl)cc1Cl,4.1,-1.3,-0.2,0.1,2.8,11.5,-1.6,-14.7,2.1,-5.4
CC1(C(=O)NS(=O)(=O)c2ccc(C#N)cc2)CCN1C(=O)Cc1cccc2ccccc12 (stereo not drawn),2.4,1.9,-0.1,1.2,-1.1,-1.5,1.7,11.1,-3.7,2.8
COc1ccccc1NC(=O)C(C)OC(=O)CCCN=C1NS(=O)(=O)c2ccccc21 (stereo not drawn),-4.0,-3.3,0.3,2.0,1.4,4.6,0.0,-5.6,5.3,-1.2
Cc1nn(C)c(C)c1S(=O)(=O)NC1CCCC1,-4.7,1.9,0.0,-7.4,-1.5,8.0,-1.5,1.9,8.5,-0.6
CC(=O)Nc1ccc(C(=O)NNC(=O)c2ccc(Cl)cc2)cc1,0.6,1.2,-0.7,-7.6,-4.7,0.5,-3.3,14.9,7.6,-1.4
O=C(NN1c2ccccc2CCc2ccccc21)c1ccccc1Br,-8.5,-0.1,0.5,5.0,2.1,-0.3,-0.3,-0.1,-3.0,-2.6
CCCCNc1nc2ccccc2nc1NS(=O)(=O)c1cccs1,4.0,2.2,0.1,-2.0,2.2,9.0,1.9,7.4,-3.3,3.0
Cc1ccccc1CNC(=O)C1CCCN(c2ncccn2)C1 (stereo not drawn),-0.6,-3.0,0.3,-3.5,2.5,0.4,1.6,-3.4,x,-2.0
O=C(CSc1nc2ccccc2nc1N1CCCCC1)N1CCN(C(c2ccccc2)c2ccc(Cl)cc2)CC1 (stereo not drawn),-2.4,6.0,0.0,-5.0,0.1,-1.4,-2.4,-1.6,x,0.1
Cc1csc(SCC(=O)Nc2ccc(CC#N)cc2)n1,5.4,-3.2,0.1,2.1,-6.4,2.3,3.1,-3.7,-10.6,2.0
N#CC1=C(N)C(C#N)(C#N)[C@H](c2cccnc2)[C@H]2CN(C(=O)OCc3ccccc3)CC=C12,-7.3,-2.7,7.9,-0.5,-5.5,0.0,-5.7,6.8,6.0,3.3
O=C(CSc1ncccc1C(=O)O)NC1CCCCCCC1,-7.0,-3.6,-0.2,1.0,-2.6,15.3,1.8,-1.4,-6.0,1.5
CCCC1CC(C)(/C(C)=N\NC(N)=S)OC1=O (stereo not drawn),-2.2,-1.3,0.4,4.1,4.8,-1.6,0.4,7.1,1.8,0.1
CCC(=O)N1CCC2(CC1)Oc1ccc(F)cc1C(=O)C21CC(c2ccccc2)=NO1 (stereo not drawn),0.5,-1.1,-0.6,7.7,-0.2,-0.9,0.8,-1.3,-3.9,7.0
Cc1ccc2nc(NC(=O)CSc3nnc(C)c(=O)n3N)sc2c1,5.3,-3.4,-0.5,1.2,2.9,-2.4,-0.8,13.5,-4.0,0.8
CC(C)NC(=O)C(=O)Nc1cc2c3c(c1)C(C)C(=O)N3CCC2 (stereo not drawn),-2.8,0.8,0.3,-2.4,3.9,0.0,0.0,33.6*,8.4,2.6
O=C(CCc1nc2ccccc2c(=O)[nH]1)N1CCN(S(=O)(=O)c2cccc(F)c2)CC1,2.5,-2.0,-0.2,1.4,-2.4,-1.6,7.2,-5.9,-8.1,6.0
COC(=O)[C@@]12C[C@@H](CC(=O)NCC34CC5CC(CC(C5)C3)C4)C(=O)N(Cc3cccc4ccccc34)C1=CCC(C)(C)C2,-2.4,3.6,0.7,-5.2,-3.0,-1.8,0.8,-1.9,3.8,2.0
O=C(COC(=O)c1ccc(O)cc1O)c1ccc2c(c1)OCO2,0.1,-3.4,-0.6,1.8,-1.0,-2.8,4.9,-8.8,-6.1,2.6
Cc1ccc(-n2c(CNc3ccc(F)cc3)nnc2SCC(=O)N2CCCC2)cc1,-2.9,2.5,0.7,-2.9,4.4,10.7,0.0,9.2,0.1,-0.8
O=C(NCc1ccccc1)C1=C[C@@H](c2csc3ccccc23)C[C@@H](OCc2ccc(CO)cc2)O1,1.7,2.5,2.0,-6.0,1.6,-19.1,-2.3,1.6,0.8,1.2
O=C(c1cc2cc(Br)ccc2o1)N1CCN(c2ccccc2)CC1,-5.3,3.2,-0.3,-9.0,7.8,-0.1,-3.6,-1.0,3.6,-4.4
C[C@@H]1[C@H](c2ccccc2)Oc2ccc(Cl)cc2S(=O)(=O)N1CC1CCCN1C(=O)OC(C)(C)C (stereo partly drawn),-4.5,6.1,0.3,-1.2,6.3,-4.8,-0.7,-4.5,6.5,-3.6
CCOc1cc(CNCC2CCCO2)cc(Br)c1OCC(N)=O (stereo not drawn),0.7,1.3,0.0,3.0,-1.2,-5.5,-0.5,-1.4,0.9,0.2
COc1ccc(N2CCN(C(=S)Nc3cc(C)cc(C)c3)CC2)cc1,-0.6,1.4,0.6,4.4,7.4,5.6,-0.2,4.5,5.1,-3.5
Cc1ccc(S(=O)(=O)N(C)C)cc1-n1c(SCC(=O)Nc2ccc(F)cc2)nc2ccccc2c1=O,2.5,0.6,-0.8,1.5,-2.6,-20.0,0.6,5.3,-1.5,2.4
CCCOc1ccc(/C=C/C(=O)NCc2ccccc2)cc1,2.6,2.5,-0.1,-0.3,3.5,0.3,-5.8,7.3,1.2,-0.9
O=C(CSc1nnc(-c2cccnc2)o1)c1cc2ccccc2oc1=O,2.6,1.0,-0.8,-4.2,0.7,-2.1,-0.9,2.0,1.5,3.0
COc1ccc(-c2noc(=O)n2Cc2ccccc2F)cc1,3.6,0.2,-0.1,8.4,-2.7,-1.4,-0.3,3.7,0.6,-0.5
O=C(c1cscn1)N1CCCC(N2CCN(c3ccc(F)cc3)CC2)C1 (stereo not drawn),3.3,-2.7,-0.1,-8.7,1.6,-4.7,0.6,11.2,-0.4,0.7
CCOc1ccc(CCNC(=O)CSc2n[nH]c(N)n2)cc1OCC,4.7,-3.9,-0.4,0.2,-2.8,5.5,1.6,-7.7,-9.2,10.0
CC(=O)Nc1cccc(NC=C(C#N)C#N)c1,4.1,-0.6,0.3,-2.4,-6.9,-4.7,2.8,-1.7,-9.8,4.2
O=C(CCS(=O)(=O)c1cccs1)Nc1ccc(C(=O)NCc2ccc(F)cc2)cc1,-5.7,2.4,-0.4,3.1,-2.2,-9.2,5.5,-20.7,-6.6,-1.6
CC(C)C(=O)N1CCN(c2ccc([N+](=O)[O-])cc2Cl)CC1,0.8,-3.4,-0.9,-7.1,-5.5,7.1,-4.9,5.2,6.1,-0.3
O=C(CCCCC(=O)NN=Cc1ccccc1O)NN=Cc1ccccc1O,3.3,-6.8,-43.7,-0.8,-4.4,-5.2,0.6,-8.3,7.4,-1.5
Cc1ccc2c(c1)N(CC(=O)NCC(C)c1ccccc1)C(=O)c1cccnc1O2 (stereo not drawn),-0.7,1.9,0.4,-8.5,3.0,-1.1,1.6,8.8,1.0,-0.5
Cc1ccc(S(=O)(=O)/N=C(/Nc2nc(C)cs2)c2ccccc2)cc1,5.6,-3.9,-0.1,-0.1,-4.8,-5.3,1.9,-13.7,-2.2,7.6
CC(CCc1ccccc1)NC(=O)c1nnc(Cc2ccc(Cl)cc2)o1 (stereo not drawn),-1.1,9.2,1.1,-1.0,-6.5,6.9,2.3,-0.6,1.1,-1.8

# Shown with two lines to a compound: part of the list above.
# The line under a structure holds: MBD2 inh, LEDGF integ inh, KLK7 zymogen act, Tn7 DDE FP, Tn6 DDE FP, SIAE inh, UHRF1 binding, TDP2 absorb, TCR CD3 inh, PRMT1 inh
O=C(c1cscn1)N1CCCC(N2CCN(c3ccc(F)cc3)CC2)C1 (stereo not drawn)
  3.3, -2.7, -0.1, -8.7, 1.6, -4.7, 0.6, 11.2, -0.4, 0.7
O=C(CCS(=O)(=O)c1cccs1)Nc1ccc(C(=O)NCc2ccc(F)cc2)cc1
  -5.7, 2.4, -0.4, 3.1, -2.2, -9.2, 5.5, -20.7, -6.6, -1.6

# Some values from the entries so far:
# `CCOc1cc(CNCC2CCCO2)cc(Br)c1OCC(N)=O` (stereo not drawn) in SIAE inh → -5.5
# `CCC(=O)N1CCC2(CC1)Oc1ccc(F)cc1C(=O)C21CC(c2ccccc2)=NO1` (stereo not drawn) in TCR CD3 inh → -3.9

# Additional structures.
SMILES,MBD2 inh,LEDGF integ inh,KLK7 zymogen act,Tn7 DDE FP,Tn6 DDE FP,SIAE inh,UHRF1 binding,TDP2 absorb,TCR CD3 inh,PRMT1 inh
Cc1onc(-c2ccccc2)c1C(=O)N=C(N)c1ccc(C(F)(F)F)cc1,-4.5,-0.6,0.3,-2.0,-1.4,-4.3,2.3,4.6,-9.8,4.8
Cc1nn(-c2ccc(N3CCOCC3)nn2)c(C)c1CCC(=O)NCc1ccccc1F,6.8,-1.1,-0.2,-5.4,-14.0,6.2,5.2,-5.4,-6.4,6.9
Cc1c(NC(=O)c2ncn[nH]2)cccc1-c1nc2ccccc2s1,3.4,0.4,-0.1,-3.4,-3.4,10.4,-3.6,8.6,-4.4,-0.1
COc1cccc(CN(C)C(=O)CSCC(=O)Nc2ccc(C)cc2)c1OC,3.8,-0.8,-0.2,-7.5,-3.7,0.3,-0.9,4.9,-10.5,1.4
CCOc1cc(S(=O)(=O)N2CCC(Cc3ccccc3)CC2)c(OCC)cc1-n1cnnn1,0.8,3.1,-4.6,7.1,8.5,-7.3,-0.5,0.1,0.8,-0.1
Cc1cccc(C)c1NC(=O)CSc1nnc(NC(=O)C2CC2)s1,0.3,-6.4,-0.3,7.1,1.1,1.0,-1.1,3.1,-6.8,1.7
Nc1sc2c(c1C(=O)c1ccccc1)CCCC2,-1.1,3.7,0.1,6.0,-4.3,4.4,0.7,1.9,1.2,11.6
COCCCNC(=O)[C@H]1N2C(=O)c3ccccc3C2SC1(C)C (stereo partly drawn),-2.0,0.9,-0.5,7.3,6.2,-2.7,1.7,-5.4,5.0,10.9
